KCNQ2 inh: KCNQ2 potassium channel inhibitors, primary screen, cell-based, CHO-K1, FluxOR thallium flux, B-score (AID 2156); Potassium voltage-gated channel subfamily KQT member 2 (Rattus norvegicus), O88943; 20 min; active compounds read low; actives 1.1% (n = 310,000); B-score at 10 µM;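 active means fluorescence ratio B-score at most minus 3 library SDs, with starting brightness B-score within 2 library SDs, cut at about -5.5 in these data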
Kir21 block: inhibitors of mouse Kir2.1 inward-rectifier potassium channel. actives 0.85% (n = 310,000). HEK293-Kir2.1, FluxOR thallium flux fluorescence; active compounds read low. B-score at 10 µM. Inward rectifier potassium channel 2 (Mus musculus), P35561. AID 1672, 2009;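 active means fluorescence ratio B-score at or below minus 3 SD of library scores, with starting-brightness B-score within 2 SD, cut at about -4.2 in these data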;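 further: channel flux triggered by added potassium and thallium sulfate stimulus; B-score of peak minus minimum fluorescence over baseline after thallium stimulus; more negative B-score means stronger Kir2.1 block with less thallium influx; some compounds called inactive have numbers as strong as hits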
Target sequence (P35561 whole entry, looked up): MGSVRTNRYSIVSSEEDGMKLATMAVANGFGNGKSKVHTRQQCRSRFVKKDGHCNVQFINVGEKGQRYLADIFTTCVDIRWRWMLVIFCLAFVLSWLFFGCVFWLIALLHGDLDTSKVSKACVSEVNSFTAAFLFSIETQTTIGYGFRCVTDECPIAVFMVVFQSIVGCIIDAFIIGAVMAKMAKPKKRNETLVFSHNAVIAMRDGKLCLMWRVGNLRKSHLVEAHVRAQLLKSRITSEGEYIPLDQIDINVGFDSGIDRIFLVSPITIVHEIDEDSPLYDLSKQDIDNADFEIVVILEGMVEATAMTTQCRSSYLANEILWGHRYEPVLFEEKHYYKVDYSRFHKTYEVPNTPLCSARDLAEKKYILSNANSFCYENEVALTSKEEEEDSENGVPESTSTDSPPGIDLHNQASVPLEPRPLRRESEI
* hit, by the source's call; i = inactive.

compound	KCNQ2 inh	Kir21 block
OCC1(Cc2ccc(F)cc2)CCCN(CCCC(F)(F)F)C1 (stereo unspecified)	i	-0.12
O=C(COc1ccc(Br)cc1)Nc1ccc(-c2nnc(-c3ccco3)o2)cc1	i	0.44
CCn1c(C)nc2cc(C(=O)NNC(=S)Nc3ccccc3)ccc21	i	0.46
CCCCNC(=O)c1cn(CC)c2cc(N3CCN(C)CC3)c(F)cc2c1=O	i	-1
CCOc1ccc2nc(SCc3ccc(C(=O)OC)o3)[nH]c2c1	i	-0.51
O=[N+]([O-])c1cccc(N(CC(O)CN2CCCC2)S(=O)(=O)c2ccccc2)c1 (stereo unspecified)	i	0.11
O=C(CCN1C(=O)/C(=C/c2ccc(F)cc2)SC1=S)NNC(=O)c1cccnc1	i	0.05
CC1(C)CC2CC(C)(CN2C(=O)c2cc(-c3ccc(F)cc3)on2)C1 (stereo unspecified)	i	-0.8
Cc1cc(C)n(-c2c(F)c(F)c(CN3CCCCC3)c(F)c2F)n1	i	0.3
CC(C)C(C(=O)Nc1nccs1)N1C(=O)c2ccccc2C1=O (stereo unspecified)	i	-1
O=C(COc1ccccc1)NCC(c1ccco1)N1CCN(c2ccc(F)cc2)CC1 (stereo unspecified)	i	0.21
O=[N+]([O-])c1cc(/C=N/Nc2nc(N3CCOCC3)nc(N3CCOCC3)n2)ccc1Cl	i	1.8
CC(=O)Nc1ccccc1OCC(=O)c1cc(C)n(Cc2cccs2)c1C	i	-1
COc1ccc(-c2nc(SC)n(C(=O)c3ccco3)n2)cc1	i	0.1
COCCNC(=O)CSc1nc2c(n1-c1ccccc1)CCCC2	i	0.64
Cc1nnc(NC(=O)C2CC(=O)N(c3ccccc3)C2)s1 (stereo unspecified)	i	0.01
CCn1cc(C(=O)NCC(=O)NCCCN2CCOCC2)c(=O)c2cc3c(cc21)OCO3	i	0.74
CSCCC(=O)N1CCCC(N(C)CCc2ccccc2)C1 (stereo unspecified)	i	1.3
COc1ccc(SC[C@H](Cc2ccccc2)N2CCN(C)CCC2=O)cc1	i	-3.3
N#Cc1cnn2c(C(F)(F)F)cc(-c3ccccc3)nc12	i	0.24
O=C1CC(c2ccccc2)CC(O)=C1C=Nc1ccccc1Cl (stereo unspecified)	i	1.2
N#C/C(=C\c1c(N2CCN(Cc3ccccc3)CC2)nc2ccccn2c1=O)S(=O)(=O)c1ccccc1	i	-0.17
COc1cccc(N(CC(=O)N2CCCC2)S(C)(=O)=O)c1	i	2.1
Nc1ccc(Oc2ccc3c(c2)OCO3)cc1	i	-2.4
Cc1cccc(-c2noc(CNC(=O)c3ccco3)n2)c1	i	-0.56
CC(=O)NC(CCS(C)(=O)=O)C(=O)Nc1ccc(F)cc1Cl (stereo unspecified)	i	0.93
COc1ccc(CNS(=O)(=O)c2ccc3c(c2)NC(=O)C(C)S3)cc1 (stereo unspecified)	i	-0.75
Cc1ccc(C)c(N2CCN(C(=O)c3cc(S(=O)(=O)N4CCOCC4)ccc3F)CC2)c1	i	0.02
COC(=O)c1sc(NC(=S)NC(=O)c2ccccc2F)nc1C	i	-0.8
Fc1ccc(-c2csc3ncnc(N4CCc5ccccc5C4)c23)cc1	i	0.37
COc1ccc(CNCCc2ccc([N+](=O)[O-])cc2)c(OC)c1OC	i	-0.83
Cc1ccccc1-n1c(SCC(=O)N/N=C/c2ccccc2OCC(=O)O)nc2ccccc2c1=O	i	0.91
CCCCCC(=O)Nc1nc(C)c(-c2csc(Nc3ccccc3OC)n2)s1	i	-0.01
Cc1ccc(C(=O)N2CCN(c3ccccc3)CC2)cc1S(=O)(=O)N1CCCC1	i	-0.67
O=C(O)c1ccc(Cn2cc(C(F)(F)F)ccc2=O)cc1	i	-0.63
COc1ccc(Cl)cc1C(=O)NN=C1CCCC1	i	1.6
CC(=O)Oc1ccc(C(=O)Nc2cc(C)on2)cc1	i	2
Cn1c(SCc2c(F)cccc2Cl)nnc1-c1cccs1	i	-0.09
COc1ccc(-c2nc(-c3cccs3)c(-c3cccs3)[nH]2)cc1O	i	-5.6*
CCOc1cc(CNCCc2ccc(S(N)(=O)=O)cc2)ccc1OCc1ccc(Cl)cc1	i	0.01
CC(C)CCN1CCN(Cc2nc(-c3ccc(F)cc3)cs2)CC1CCO (stereo unspecified)	i	0.04
CC(CN1C(C)CCCC1C)OC(=O)c1cccc(F)c1 (stereo unspecified)	i	1.4
c1ccc(-c2cc(-c3nnc4sc(-c5ccccn5)nn34)[nH]n2)cc1	i	-0.26
COc1ccc(C)cc1S(=O)(=O)Nc1ccccc1	i	-0.71
COC(=O)c1nc(Cl)c(Cl)c(N)c1Cl	i	0.03
Cc1ccccc1NC(=O)NC1(C(=O)NCC2CCCO2)CCCCC1 (stereo unspecified)	i	1.3
CCOC(=O)Cn1nc(C)c(NC(=O)CCc2ccccc2)c1C	i	-0.02
O=[N+]([O-])c1ccc(F)cc1OCc1nc(-c2cccs2)no1	i	0.67

Structures listed above shown as hits in Kir21 block.
compound	KCNQ2 inh	Kir21 block
COc1ccc(-c2nc(-c3cccs3)c(-c3cccs3)[nH]2)cc1O	i	-5.6*

(further entries)
compound	KCNQ2 inh	Kir21 block
CC1CCN(c2cc(=O)n(C3CCCCC3)c(=O)[nH]2)CC1	i	-0.9
O=C(Cc1ccc(F)cc1)NC1CCCCCC1	i	-0.73
O=C(CCN1C(=O)c2ccccc2C1=O)Nc1ccc(S(=O)(=O)N2CCOCC2)cc1	i	1.5
COc1c(Cl)ccc(Cl)c1C(=O)NC(=O)Nc1nc(C)cc(C)n1	i	-1.7
O=C(CCn1cnnn1)Nc1ccc(F)cc1	i	-0.66
O=C(Nc1cc(C(=O)N2CCOCC2)cc(C(=O)N2CCOCC2)c1)c1cc(F)c(F)cc1Cl	i	0.06
COCCn1c(C)cc(/C=C2/NC(=O)N(c3cccc(Cl)c3)C2=O)c1C	i	1.3
CC(C)C(=O)Nc1cccc(C(=O)N2CCCCC2C)c1 (stereo unspecified)	i	0.02
CCc1ccccc1NC(=O)Cn1nnc(-c2cccs2)n1	i	-0.11
CN(c1ccccc1)S(=O)(=O)c1ccc(NC(=O)C2CC2)cc1	i	-1.6
O=C(CCCN1C(=O)/C(=C\c2cccs2)SC1=S)Nc1cccc(C(=O)O)c1	i	0.53
CCOC(=O)C1=C(COC(=O)CNC(=O)c2cc(OC)c(OC)c(OC)c2)NC(=O)NC1C (stereo unspecified)	i	0.44
COCCNC(=O)NC(=O)COC(=O)C12CC3CC(CC(NC(C)=O)(C3)C1)C2	i	-0.18
C(=N\N=C\c1cccs1)/c1cccs1	i	0.25
CCC1CCC(N2CCN(c3ccccc3F)CC2)CC1 (stereo unspecified)	i	0.69
CC12CC3CC(C)(C1)CC(C(=O)NC1=NCCS1)(C3)C2	i	-1.1
CCOc1ccc(-c2noc(COC)n2)cc1OC	i	0.7
CCCOc1ccc(Br)cc1/C=N/NC(=O)c1cc(OC)c(OC)c(OC)c1	i	0.04
NS(=O)(=O)c1ccc(-c2ccc(/C=C3\C(=O)Nc4cc(Cl)ccc43)o2)cc1	i	-1.9
CC(C(=O)N1CCN(Cc2ccc3c(c2)OCO3)CC1)c1ccc([N+](=O)[O-])cc1 (stereo unspecified)	i	-0.06
COc1cc(S(=O)(=O)N(Cc2ccc(C)cc2)Cc2ccco2)ccc1-n1cnnn1	i	0.85
COCCCN1C(=O)C(=O)/C(=C(/O)c2ccccc2)C1c1ccc2c(c1)OCO2 (stereo unspecified)	i	-3.5
Cc1cc(NC(=O)c2ccc(Cn3nc(C)c(Br)c3C)o2)no1	i	0.14
CC1(C)C(=O)Nc2ccccc2N1C(=O)CN1C(=O)C(=O)N(C2CCCC2)C1=O	i	-0.25

Some values from the list.
CC12CC3CC(C)(C1)CC(C(=O)NC1=NCCS1)(C3)C2 – Kir21 block = -1.1
CCC1CCC(N2CCN(c3ccccc3F)CC2)CC1 (stereo unspecified) – Kir21 block = 0.69
C(=N\N=C\c1cccs1)/c1cccs1 – Kir21 block = 0.25

Given with values under each structure: part of the list above
Every second line gives: KCNQ2 inh	Kir21 block
CCn1c(C)nc2cc(C(=O)NNC(=S)Nc3ccccc3)ccc21
  i	0.46
CCCCNC(=O)c1cn(CC)c2cc(N3CCN(C)CC3)c(F)cc2c1=O
  i	-1
CCOc1ccc2nc(SCc3ccc(C(=O)OC)o3)[nH]c2c1
  i	-0.51
O=[N+]([O-])c1cccc(N(CC(O)CN2CCCC2)S(=O)(=O)c2ccccc2)c1 (stereo unspecified)
  i	0.11

(listing goes on)
compound	KCNQ2 inh	Kir21 block
O=C(/C=C/c1cccs1)Nc1ccncc1	i	-0.06
CC(=O)N1CCC(N(C(=O)Nc2ccc(F)cc2)C2CCCC2)CC1	i	0.49
Nc1ccccc1C#Cc1ccc2[nH]ccc2c1	i	0
CCOc1ccc(S(=O)(=O)Nc2ccc(OC)nc2)cc1	i	0.1
CC1=CC(=O)C(C(C)C)=C/C1=N/OS(=O)(=O)c1ccccc1	i	-2.9
CCOc1ccc(N/C=C/C(=O)c2ccc(C)cc2)c([N+](=O)[O-])c1	i	0.01
COc1ccc(NC(=O)C2=CCN(S(=O)(=O)c3ccccc3)CC2)cc1OC	i	0.04
CSc1nsc(SCC(=O)Nc2cccc(C(C)=O)c2)n1	i	0
CCNc1nc(OC)nc(N(OC)S(=O)(=O)c2ccc(C)cc2)n1	i	1.4
NS(=O)(=O)c1ccc(CCNC(=O)CN2CCC(Cc3ccccc3)CC2)cc1	i	0.32
COc1ccc(OC)c(NC(=O)CSc2nc(-c3ccccc3)cc(=O)[nH]2)c1	i	1.4
COc1ccc(NC(=O)CC2SC(=Nc3ccccc3)NC2=O)cc1 (stereo unspecified)	i	-0.41
CCn1nnnc1SCC(=O)c1ccc2c(c1)OCCO2	i	0.18
CC(C)Oc1ccc(C(CC(=O)O)NC(=O)C2CCCCC2)cc1 (stereo unspecified)	i	-0.1
C=CCn1c(Cn2nnc3ccccc32)nnc1SCC(=O)N/N=C/c1cc(Br)cc(OC)c1O	i	0.3
NC(N)=NC(=S)Nc1ccc(Cl)cc1	i	-1.7
COc1ccc(C)cc1NC(=O)CN1CCN(c2ccccn2)CC1	i	1.7
O=C(N/N=C/c1ccccn1)c1cc(-c2ccncc2)nc2ccccc12	i	0.15
COc1ccc2c(c1)CCCC21NC(=O)N(CC(N)=O)C1=O (stereo unspecified)	i	0.08
CCn1c(C)nc2cc(C(=O)N/N=C/c3ccc(OC)cc3)ccc21	i	1.1
O=C(Nc1ccnn1C1CCN(C(=O)c2cccc(Cl)c2)CC1)C1CCOC1 (stereo unspecified)	i	0.68
CN(C)S(=O)(=O)c1cccc(NC(=O)c2ccncc2)c1	i	-0.56
CC1CC(=O)N(CC(=O)Nc2ccccc2F)c2ccccc2S1(=O)=O (stereo unspecified)	i	-0.08
CN(C)C(CNC(=O)c1cccnc1Sc1ccccc1)c1ccco1 (stereo unspecified)	i	-0.22
CCOc1ccc(-c2nnn(CC(=O)NCc3ccco3)n2)cc1OCC	i	0.8
COc1cc(OC)c(NS(=O)(=O)c2cc(C(=O)OCC(=O)NCC3CCCO3)ccc2OC)cc1Cl (stereo unspecified)	i	0
Cc1cc(C)c2cc(CN(CC3CCCO3)S(=O)(=O)c3ccc4c(c3)OCCO4)c(=O)[nH]c2c1 (stereo unspecified)	i	0.84
O=C1N=C(N2CCCCC2)SC1=C1CCCCC1	i	0.68
Cc1ccc(/C=N/N2CCN(Cc3cccc4ccccc34)CC2)o1	i	-0.78
CCOC(=O)N1CCN(C(=O)CN(C)S(=O)(=O)c2ccc3c(c2)c(=O)n(C)c(=O)n3C)CC1	i	-0.14
O=C(Nc1ccc(Cl)cn1)c1ccccc1SCc1ccccc1	i	0.11
C=CCCC(=O)N1CCCC(Cc2cccc(Cl)c2)(C(=O)OCC)C1 (stereo unspecified)	i	-0.61
CCC(CC)c1nnc(NC(=O)c2cc([N+](=O)[O-])ccc2N2CCCCC2)s1	i	0.41
Cc1[nH]n(-c2ccc([N+](=O)[O-])cc2)c(=O)c1C=NCCN1CCN(C(=O)c2cccc(F)c2)CC1	i	-0.47
O=C(Cc1cccc2ccccc12)NNC(=O)c1cccs1	i	0.02
C#CCOC(=O)c1ccccc1C(=O)n1nnc2ccccc21	i	0
Cc1cc(C(=O)Nc2cc(Br)ccc2O)on1	i	2.2
Cc1[nH]n(-c2ccc(F)cc2)c(=O)c1C=Nc1ccc(S(=O)(=O)N(C)C)cc1	i	0.99
NNC(=O)C(Cc1ccccc1)NC(=O)OCc1ccccc1 (stereo unspecified)	i	1
CCOC(=O)N1CCN(C(=O)CCc2ccc(S(=O)(=O)NCC(C)C)cc2)CC1	i	-0.1
COc1ccc(NC(=O)N2CCN(S(C)(=O)=O)CC2)cc1	i	-1.2
COc1ccc(CC(=O)N(C)CC(=O)Nc2cccc(F)c2)cc1S(=O)(=O)N1CCOCC1	i	0.99

Assay outcomes: PubChem BioAssay, Johns Hopkins Ion Channel Center
